Bioassay records: PubChem, National Center for Advancing Translational Sciences (NCATS)
15-hLO inh: inhibitors of human 15-lipoxygenase (ALOX15); AID 887; actives 1.4% (n = 74,000); Potency, µM (titrated, usually from 57.1 µM), inactives show at the top dose activity change, negative = inhibition, usual class: inhibitors; purified 15hLO-1, xylenol orange hydroperoxide absorbance; P16050; further: potency means the concentration at half of the fitted maximal effect; on the % scale 0 is the no-effect control and ±100 the full control effect; nearly all actives have a fitted effect of over 55% in size
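Purified human 15hLO-1 (40 nM final) in 25 mM Hepes pH 7.5, 0.01% Triton X-100 was preincubated with compound 15 min at room temperature, then reacted 6 min with 50 uM arachidonic acid; hydroperoxide detected by Fe-XO, 573/405 nm absorbance ratio.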
Pol III holo inh: blocks replication by bacterial DNA polymerase III holoenzyme; reconstituted DNA polymerase III holoenzyme replication, biochemical; Potency, µM (highest dose often 57.1 µM), for the others: top-dose activity change, negative = inhibition; actives 0.25% (n = 71,000); AID 603; further: potency means the concentration at half of the fitted maximal effect; on the % scale 0 is the no-effect control and ±100 the full control effect
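Reconstituted *E. coli* holoenzyme (0.35 nM Pol III, 1 nM beta, 154 nM SSB, 2 nM primase) was preincubated with compound for 15 min at RT. Synthesis on 1.4 nM ssM13Gori ran 35 min, then was stopped with PicoGreen/EDTA and read as dsDNA fluorescence.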
CRE Fsk mod: alters forskolin-stimulated CRE reporter signaling in CHO cells; Potency, µM (doses to about 38.2 µM), without a hit: at the top dose activity change, negative = inhibition, most hits filed as activators; actives 2.5% (n = 71,000); CHO CRE-bla reporter (cAMP response element driving beta-lactamase), forskolin EC10, beta-lactamase ratio; active means well fitted activation curve with a large enough effect in the signal ratio, with a control signal flat, not every such curve was filed as active; inconclusive means small, poorly fitted or top-dose-only effect, or effect the other way, or a change in a side signal; the % refers to the signal ratio; further: potency means the concentration at half of the fitted maximal effect; % of control where 0% means no effect
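Forskolin analogue NKH 477 at EC10 stimulated CRE-driven beta-lactamase in CHO cells alongside compound dilution series. Beta-lactamase was measured with CCF4, excitation 405 nm, emission ratio 460/530 nm.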
Hsp90 Hop PPI: changes Hsp90-Hop TPR2A binding signal, up or down | Potency, µM (titrated, usually from 57 µM), for inactives: at the top dose activity change, negative = inhibition | AlphaScreen TPR2A-His6 binding biotin-Hsp90 C-terminal peptide | actives 0.44% (n = 71,000); active means well fitted curve in either direction with a large enough effect; inconclusive means small, poorly fitted or top-dose-only effect, or another doubt; further: potency means the concentration at half of the fitted maximal effect; on the % scale 0 is the no-effect control and ±100 the full control effect; many of its hits are not listed in these tables
FLuc inh: inhibitors of firefly luciferase; P08659; purified firefly luciferase, luminescence, 8 min; Potency, µM (highest dose often 57.1 µM), without a hit: at the highest dose activity change, negative = inhibition, usual class: inhibitors; actives 2.2% (n = 72,000); further: potency means the concentration at half of the fitted maximal effect; on the % scale 0 is the no-effect control and ±100 the full control effect; nearly all actives have a fitted effect of over 40% in size
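Compounds were tested as concentration series (qHTS) against purified P. pyralis luciferase with luciferin and 10 uM ATP in 50 mM imidazole pH 7.2, 50 mM KCl, 7 mM MgCl2, 0.01% Tween 20, 0.05% BSA. Luminescence was read after 8 min at ambient temperature.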
Texas Red fluor: Texas Red region autofluorescence. max dye-equivalent concentration, M. actives 0.06% (n = 59,000). Compound fluorescence, Texas Red channel, 547/618 nm; hits give high values; in the data active means max dye-equivalent concentration above about 10 nM; inconclusive means between about 1.1 nM and that limit
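Spectral interference profiling: each compound concentration's relative fluorescence, read with a 547 nm excitation and 618 nm emission filter pair, was normalized to a per-plate Texas Red standard curve.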
Rhodamine fluor: compound fluoresces in the rhodamine spectral region | actives 0.05% (n = 59,000) | max dye-equivalent concentration, M | Rhodamine-region fluorescence, 547/598 nm, Tris buffer; hits give high values; in the data active means max dye-equivalent concentration above about 11 nM; inconclusive means between about 1.1 nM and that limit
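qHTS spectral profiling of compounds without any target or enzyme present, in pH 8.0 Tris buffer; plates were read after a 15-minute room-temperature incubation using the rhodamine-region filter set.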
HBB splice mod: alters splicing of the hemoglobin beta chain. Potency, µM (titrated, usually from 46.1 µM), for the others: top-dose activation, most hits filed as activators. HBB splicing reporter cell assay, activation; EGFP reporter with mutant IVS2-654 intron; response scale: normalised to 500 nM splice-correcting PNA. actives 0.06% (n = 65,000). AID 925; further: potency means the concentration at half of the fitted maximal effect; 0% is about no effect
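HeLa cells stably expressing EGFP interrupted by mutant beta-globin intron 2 (IVS2-654), 500/well in 2% FCS. Treated with compound for 2 days at 37C. Splicing correction scored as total well GFP intensity (488 nm excitation, 500-520 nm emission); 500 nM antisense PNA served as control.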
ERK AVP block: vasopressin-driven ERK pathway inhibition. Potency, µM (highest dose often 57.5 µM), without a hit: at the top dose activity, negative = inhibition, usual class: inhibitors. actives 0.99% (n = 72,000). HEK293-V1b, vasopressin-stimulated pERK AlphaScreen; further: potency means the concentration at half of the fitted maximal effect; on the % scale 0 is the no-effect control and ±100 the full control effect; nearly all actives have a fitted effect of over 55% in size
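Phosphorylated ERK1/2 detected via AlphaScreen bead proximity in lysates of V1b-expressing HEK293 cells given 25 nM vasopressin for 5 min after 30 min compound exposure (37 °C). AC50 from Hill equation; basal DMSO 0%, vasopressin 100%.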
HADH2 inh: HADH2 (human) dehydrogenase inhibition. Q99714. recombinant HADH2, NADH fluorescence, beta-hydroxybutyryl-CoA. Potency, µM (titrated, usually from 57.1 µM), for the others: at the highest dose activity change, negative = inhibition, usual class: inhibitors. actives 3.4% (n = 73,000). AID 886; further: potency means the concentration at half of the fitted maximal effect; on the % scale 0 is the no-effect control and ±100 the full control effect; nearly all actives have a fitted effect of over 60% in size; many of its hits are not listed in these tables
Target sequence (Q99714 whole entry, looked up, one chain of several): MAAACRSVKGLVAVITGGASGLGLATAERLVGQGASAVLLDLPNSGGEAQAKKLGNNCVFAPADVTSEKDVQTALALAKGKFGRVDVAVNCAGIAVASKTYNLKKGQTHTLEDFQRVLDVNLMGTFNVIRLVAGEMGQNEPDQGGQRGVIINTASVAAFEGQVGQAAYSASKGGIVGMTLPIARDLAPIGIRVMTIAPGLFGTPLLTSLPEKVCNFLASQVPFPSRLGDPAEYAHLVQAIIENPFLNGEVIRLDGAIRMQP
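20 nM HADH2 + cpd, 15 min RT; add 1 mM NAD+/90 uM beta-hydroxybutyryl-CoA; kinetic fluorescence 360/450 nm, 4 min. Tris-HCl pH 9.0, 0.01% Tween-20.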
Tau filament bind: tau filament binding; P10636; recombinant tau filaments, thioflavin S fluorescence, 15 h; filaments grown with octadecylsulfate alongside compound; Potency, µM (top dose mostly 57.1 µM), for inactives: top-dose activity change, negative = inhibition; actives 2% (n = 71,000);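 further: potency means the concentration at half of the fitted maximal effect; on the % scale 0 is the no-effect control and ±100 the full control effect; actives lower thioflavin S fluorescence by blocking filaments or displacing dye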
Target sequence (P10636 whole entry, looked up): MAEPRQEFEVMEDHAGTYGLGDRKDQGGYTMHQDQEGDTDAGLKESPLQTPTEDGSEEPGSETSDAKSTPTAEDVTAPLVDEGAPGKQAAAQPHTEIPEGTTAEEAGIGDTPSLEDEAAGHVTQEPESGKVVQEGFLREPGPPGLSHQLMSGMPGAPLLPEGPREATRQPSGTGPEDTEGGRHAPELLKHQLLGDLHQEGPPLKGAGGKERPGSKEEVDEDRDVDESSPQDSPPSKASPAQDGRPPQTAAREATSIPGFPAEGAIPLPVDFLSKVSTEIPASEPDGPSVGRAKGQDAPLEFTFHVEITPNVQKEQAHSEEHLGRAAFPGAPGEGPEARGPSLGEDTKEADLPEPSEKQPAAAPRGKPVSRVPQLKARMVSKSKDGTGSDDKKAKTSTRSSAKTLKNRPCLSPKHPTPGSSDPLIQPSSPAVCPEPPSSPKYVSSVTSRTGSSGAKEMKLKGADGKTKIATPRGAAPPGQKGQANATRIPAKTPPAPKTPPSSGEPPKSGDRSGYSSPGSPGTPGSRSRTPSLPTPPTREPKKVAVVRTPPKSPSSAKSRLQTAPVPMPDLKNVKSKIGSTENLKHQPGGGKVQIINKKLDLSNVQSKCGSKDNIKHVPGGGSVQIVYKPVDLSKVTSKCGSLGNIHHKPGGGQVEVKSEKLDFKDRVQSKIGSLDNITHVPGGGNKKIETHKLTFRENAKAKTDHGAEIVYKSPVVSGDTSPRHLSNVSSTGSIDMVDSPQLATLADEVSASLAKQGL
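Recombinant tau protein (human, 1 uM final) plus 30 uM ODS in HEPES pH 7.4 with NaCl, DTT and thioflavine S. Compound present from the start; fluorescence at 510 nm after 15 h, 37 C.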
* hit, by the source's call; i = inactive; ? = inconclusive; / = not tested or not shown; [ ] = remark or other dose. Unless noted, the call rests on the fitted dose curve; in most records, active means well fitted curve in the direction sought with a large enough effect; inconclusive means small, poorly fitted or top-dose-only effect, or another doubt; inactive means no such curve, though single readings can be large; an effect the other way counts as inactive or inconclusive. These rows are one share of the data, so the mix of outcomes need not match the whole.

SMILES	15-hLO inh	Pol III holo inh	CRE Fsk mod	Hsp90 Hop PPI	FLuc inh	Texas Red fluor	Rhodamine fluor	HBB splice mod	ERK AVP block	HADH2 inh	Tau filament bind
Cc1c(/C=N/n2cnnc2)c2ccccc2n1C	0%	1%	4%	-3%	0%	/	/	-0.3%	-6%	-19%	14%
COc1ccc(C(CNC(=O)COc2ccccc2OC)N(C)C)cc1OC (stereo not given)	24%	-3%	4%	0%	-4%	i	i	-0.5%[57.5 µM]	10%	17%	-6%
CCCNC(=O)C1CCN(S(=O)(=O)c2ccc(Br)cc2)CC1	11%	-7%	-14%	1%	1%	?	i	5.0%	-6%	2%	-4%
c1ccc(N2CCN(c3ccccc3)C2c2cccs2)cc1	7%	1%	?	?	-4%	/	/	-1.1%[9.22 µM]	37%[activator]	5%	9%
COc1ccc(CCNC(=O)CSc2nc(-c3ccco3)cc(C(F)(F)F)n2)cc1OC	-5%	-5%	?	-2%	1%	?	i	/	-8%	-5%	11%
CCC1(c2ccc(F)cc2)NC(=O)N(CC(=O)c2ccc[nH]2)C1=O (stereo not given)	-29%	-5%	?	-3%	1%	i	i	-1.9%	9%	-2%	-21%
CCOC(=O)c1cnc(NCc2ccccc2)nc1C	-13%	-8%	22%	3%	-3%	i	i	-1.0%[57.5 µM]	-13%	10%	-1%
O=C(c1ccccc1)c1ccc(OCC(O)CN2CCOCC2)cc1 (stereo not given)	10%	-5%	-2%	-5%	0%	i	i	2.3%	-10%	5%	15%
COc1ccc(OC)c2[nH]c(=O)c(CCNS(=O)(=O)c3ccc(C)cc3)cc12	-10%	-4%	?	-11%	4%	i	i	-3.1%	14%	1%	12%
O=C(CCCSc1nnc(-c2cccs2)n1CC1CCCO1)c1ccccc1 (stereo not given)	2%	0%	?	-2%	3%	i	i	-2.2%	-23%	17%	2%
CCn1c(C(=O)N2CCCC(C(=O)O)C2)cc2sccc21 (stereo not given)	0%	3%	3%	1%	0%	i	i	-4.2%	-1%	5%	-5%
CSC1=C(C#N)C2(CCCC2)C(C#N)=C(N)N1	?	-13%	?	?	2%	i	i	8.0%	?	-25%	7%
Cc1cccc(NC(=O)CS(=O)(=O)c2c[nH]c3ccccc23)c1C	-8%	1%	-12%	-6%	-2%	i	i	-1.3%	-12%	1%	4%
CCn1cnc2cc(NCc3ccc(C)cc3)ccc21	20%	-3%	?	-18%	-18%	i	i	1.3%	-28%	?	-15%
C=CCc1ccc(OCC(O)CN2CCCCC2)c(OC)c1 (stereo not given)	-2%	0%	?	-2%	-3%	i	i	2.9%[57.5 µM]	-9%	1%	12%
COCCNc1nc(-c2ccccc2Cl)nc2ccccc12	9%	-2%	?	-4%	2%[2.29 µM]	i	i	-2.0%	?	9%	-10%
COC(=O)C1CCN(C(=O)Cc2ccc(Br)cc2)CC1	6%	-4%	-9%	-4%	3%	i	i	1.6%	-9%	1%	8%
Cc1cc(C)n(C(=O)c2ccc(NC(=O)C3COc4ccccc4O3)cc2)n1 (stereo not given)	-16%	-17%	-16%	3%	-1%	?	i	0.0%	-20%	-2%	-5%
O=C(CCC(=O)c1ccc(F)cc1)OC1CCOC1=O (stereo not given)	-2%	-3%	8%	0%	-2%	i	i	1.7%	-27%	0%	3%
COCCCN1C(=O)C(=O)/C(=C(/O)c2ccc(C)cc2)C1c1ccccc1 (stereo not given)	45%[activator]	2%	0%	2%	4%	i	i	-0.2%[57.5 µM]	-10%	-7%	-5%
N#Cc1cccc(-c2cc(NCc3cccnc3)ncn2)c1	13%	-13%	?	2%	1%[2.29 µM]	i	i	0.5%	-18%	-23%	5%
CCn1c(CSc2ncccn2)nnc1SCC(=O)N1c2ccccc2CC1C (stereo not given)	5%	-3%	-5%	-3%	1%	?	i	/	-10%	-3%	-1%
COc1ccc(NC(=O)CN2C(=O)C(C)Oc3ccccc32)c(OC)c1 (stereo not given)	19%	-6%	?	-3%	2%	i	i	0.0%[57.5 µM]	-11%	13%	-5%
CCOC(=O)N1CCN(CCC(=O)Nc2ccc(C)c(Br)c2)CC1	1%	-4%	20%	-4%	0%	i	i	-0.9%	-24%	7%	8%
O=C(Nc1ccc(Cl)cc1)C1CCCN(S(=O)(=O)c2cnc[nH]2)C1 (stereo not given)	0%	0%	-5%	0%	-3%	/	/	-0.7%	-11%	-3%	6%

Next part:
SMILES	15-hLO inh	Pol III holo inh	CRE Fsk mod	Hsp90 Hop PPI	FLuc inh	Texas Red fluor	Rhodamine fluor	HBB splice mod	ERK AVP block	HADH2 inh	Tau filament bind
NC[C@@H]1O[C@H](O[C@@H]2[C@H](O[C@@H]3O[C@H](CO)[C@@H](O)[C@@H]3O)[C@@H](O)[C@@H](N)C[C@H]2N)[C@@H](N)[C@H](O)[C@@H]1O	8%[25.6 µM]	-10%[25.6 µM]	5%[17.1 µM]	2%[26 µM]	0%[25.5 µM]	i	i	2.4%[20.6 µM]	20%[25.7 µM]	5%[25.6 µM]	-6%[25.6 µM]
COc1ccc(CCn2c(NCc3ccco3)nc3c2c(=O)[nH]c(=O)n3C)cc1	-2%	-3%	?	-5%	4%	?	i	2.3%	0%	0%	8%
CCSc1nc(O)cc(=O)n1-c1ccc(OC)cc1	-3%	5%	2%	-1%	-1%	/	/	1.8%	-5%	-1%	13%
O=C(CCn1c(=O)[nH]c2ccccc2c1=O)N1CCN(c2ccc(Cl)cc2)CC1	2%	-2%	-28%	-6%	6%	i	i	-4.2%	3%	5%	15%
CCCOc1ccc(CN(CCO)CCO)cc1C(=O)OC	19%	-2%	10%	-5%	1%	?	i	-1.2%[0.369 µM]	-7%	5%	-8%
COC(=O)NCc1ccc(CNC(=O)OC)cc1	5%	2%	11%	?	0%	i	i	-0.4%	36%	16%	64%
COc1ccc(-c2noc(CSc3nc(-c4ccccc4)cc(=O)[nH]3)n2)cc1OC	-11%	-22%	?	3%	0%	i	i	0.6%	?	2%	i
CCCSc1nc2c(c(=O)[nH]c(=O)n2C)n1CCc1ccccc1	0%	-3%	?	?	4%	i	i	1.4%	?	3%	18%
COc1ccc(C(=O)NCc2oc(-c3ccccc3)cc2C(=O)O)cc1	-12%	-4%	12%	-2%	-1%	i	i	-0.2%	-5%	-15%	6%
COc1ccc(CCNC(=O)C2CCCN(S(=O)(=O)c3cnc[nH]3)C2)cc1OC (stereo not given)	1%	5%	-5%	-2%	-1%	/	/	0.1%	-7%	-1%	21%
CC1CCc2cc(F)ccc2N1C(=O)CCC(=O)O (stereo not given)	1%	-7%	-25%	-5%	0%	i	i	2.3%	25%	-4%	-3%
CN(C)S(=O)(=O)N1CCN(c2cc(Cl)ccc2Cl)CC1	-6%	1%	2%	11%	-2%	i	i	-0.8%	-4%	6%	6%
CCOC(=O)CCN1C(=O)[C@H]2[C@H]3[C@H](O)[C@H](O)C/C(=N/NC(=O)OCc4ccc(OC)cc4)[C@H]3CC[C@@H]2C1=O	4%[11.4 µM]	/	/	/	-2%[11.4 µM]	/	/	1.1%[9.22 µM]	-16%[11.5 µM]	4%[11.4 µM]	/
CCC(C)NC(=O)CNC(=O)Cn1c(C)cc2ccccc2c1=O (stereo not given)	6%	-2%	-1%	-4%	1%	i	i	-0.8%	23%	5%	13%
O=C(N1CCN(c2ccccc2F)CC1)C12CC3CC(CC(C3)C1)C2	-9%	4%	2%	4%	-1%	i	i	-0.2%	-17%	4%	-2%
CC1(C)[C@@H]2CC[C@]1(C)[C@@H](OC(=O)CSC#N)C2	0%[11.4 µM]	-4%[11.4 µM]	8%[7.6 µM]	-3%[11 µM]	3%[11.4 µM]	i	i	0.5%[9.22 µM]	-5%[11.5 µM]	1%[11.4 µM]	-1%[11.4 µM]

Random excerpt: two entries already listed
SMILES	15-hLO inh	Pol III holo inh	CRE Fsk mod	Hsp90 Hop PPI	FLuc inh	Texas Red fluor	Rhodamine fluor	HBB splice mod	ERK AVP block	HADH2 inh	Tau filament bind
CCSc1nc(O)cc(=O)n1-c1ccc(OC)cc1	-3%	5%	2%	-1%	-1%	/	/	1.8%	-5%	-1%	13%
CC1(C)[C@@H]2CC[C@]1(C)[C@@H](OC(=O)CSC#N)C2	0%[11.4 µM]	-4%[11.4 µM]	8%[7.6 µM]	-3%[11 µM]	3%[11.4 µM]	i	i	0.5%[9.22 µM]	-5%[11.5 µM]	1%[11.4 µM]	-1%[11.4 µM]
